Assay outcomes deposited in PubChem by several laboratories.
SIAE primary: blocks human sialic acid acetylesterase | SIAE FP-Rh probe binding, fluorescence polarization | inhibition, % at 9.66 µM | 0.69% of 370,000 active;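 active = inhibition above a cutoff: mean of compounds within the control limits plus 3 SD of those, cut at about 17% in these data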;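 also: 0% = plate median of compound wells and 100% = probe without SIAE protein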
TDP2 absorb: blocks human TDP2 phosphodiesterase activity. recombinant TDP2, T5PNP hydrolysis, p-nitrophenol absorbance 415 nm. 0.34% of 370,000 active. inhibition, % at 12.8 µM;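 active = inhibition above the mean of all tested compounds plus 3 SD, set per campaign, cut at about 25% in these data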;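 also: 0% = DMSO with enzyme and 100% = buffer with substrate but no TDP2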
Target sequence (O95551 whole entry, looked up): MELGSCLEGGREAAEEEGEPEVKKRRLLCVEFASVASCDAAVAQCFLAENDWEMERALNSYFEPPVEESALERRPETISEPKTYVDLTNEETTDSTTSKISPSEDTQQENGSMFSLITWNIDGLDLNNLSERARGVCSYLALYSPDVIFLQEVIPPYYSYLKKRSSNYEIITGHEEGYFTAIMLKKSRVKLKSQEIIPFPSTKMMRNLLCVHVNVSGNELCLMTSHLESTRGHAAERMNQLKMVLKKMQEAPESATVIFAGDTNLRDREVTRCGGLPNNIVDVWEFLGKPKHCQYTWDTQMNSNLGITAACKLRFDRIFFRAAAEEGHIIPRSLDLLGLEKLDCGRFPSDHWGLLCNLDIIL
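Test system: Human TDP2 enzyme | Reagent: 5 mM T5PNP | Compound dosing: 12.8 µM single point, 1% DMSO | Incubation: Enzyme reaction with compound for 2 h at 37 °C | Technique: p-Nitrophenol epi absorbance | Read-out: % inhibition relative to enzyme-containing and enzyme-free wells | Benchmarks: High control without enzyme, low control DMSO plus TDP2 | Replicates: Singlicate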
HTRA1 inhibitor: blocks human HTRA1 serine peptidase | Q92743 | recombinant HTRA1, FP-rhodamine activity-based probe, fluorescence polarization | AID 504803 | inhibition, % at 5.96 µM | 0.5% of 340,000 active; in the data active = inhibition above about 36%;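 also: 0% = enzyme with DMSO and 100% = wells lacking enzyme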
TCR-CD3 inh: inhibitors of human TCR-CD3 interaction; TAMRA-labeled TCR probe fluorescence, biochemical; inhibition, % at 9.4 µM; 0.37% of 360,000 active; AID 651800; in the data active = inhibition above about 19%;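 also: recombinant mutant TCR 2C K166C tagged with TAMRA read by polarization; 0% = receptor in buffer alone and 100% = receptor with positive control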
mABHD4 FP: inhibitors of mouse ABHD4; Q8VD66; AID 720543; 0.54% of 370,000 active; purified mABHD4, FP-Rh probe fluorescence polarization; inhibition, % at 8.92 µM;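 active = inhibition exceeding the mean over every tested compound plus 3 SD, cut at about 30% in these data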;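 also: 0% = plate median of compound wells and 100% = S159A mutant with DMSO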
Target sequence (Q8VD66 whole entry, looked up): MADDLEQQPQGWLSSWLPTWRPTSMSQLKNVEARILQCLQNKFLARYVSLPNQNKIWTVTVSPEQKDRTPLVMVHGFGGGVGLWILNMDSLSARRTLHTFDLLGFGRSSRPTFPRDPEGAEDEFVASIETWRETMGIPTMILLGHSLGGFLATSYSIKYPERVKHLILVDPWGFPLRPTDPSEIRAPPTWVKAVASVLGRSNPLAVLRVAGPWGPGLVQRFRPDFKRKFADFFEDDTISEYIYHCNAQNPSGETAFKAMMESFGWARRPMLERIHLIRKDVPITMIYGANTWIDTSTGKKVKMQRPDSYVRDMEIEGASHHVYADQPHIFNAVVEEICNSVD
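Test system: mABHD4 protein; Read-out basis: % inhibition; Incubation: 45 min + 60 min at 25 °C; Repeats: single replicate; Technique: fluorescence polarization with parallel and perpendicular emission, 525/598 nm; Compound: 8.92 µM, single dose; Benchmarks: full inhibition S159A mutant plus DMSO, zero as sample-well median.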
PRMT1 FP inh: PRMT1 (human) inhibition, primary screen; recombinant PRMT1, activity-based probe fluorescence polarization; 1.3% of 370,000 active; inhibition, % at 2.79 µM; Q99873;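 active = inhibition above about 21% made by adding two undisclosed values, limit read from the data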
Target sequence (Q99873 whole entry, looked up): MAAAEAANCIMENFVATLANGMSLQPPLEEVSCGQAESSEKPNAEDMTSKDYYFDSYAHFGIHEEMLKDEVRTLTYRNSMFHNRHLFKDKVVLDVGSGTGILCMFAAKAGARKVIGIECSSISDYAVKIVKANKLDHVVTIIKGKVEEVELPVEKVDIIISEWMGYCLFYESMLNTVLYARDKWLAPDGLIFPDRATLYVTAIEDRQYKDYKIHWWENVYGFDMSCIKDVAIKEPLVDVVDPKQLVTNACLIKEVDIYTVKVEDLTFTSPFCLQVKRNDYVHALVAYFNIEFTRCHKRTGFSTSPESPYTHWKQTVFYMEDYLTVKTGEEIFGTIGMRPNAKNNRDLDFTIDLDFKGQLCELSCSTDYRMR
LEDGF integ inh: blocks HIV-1 LEDGF/p75-dependent DNA integration | TR-FRET IN-LEDGF/p75 DNA integration, Eu/Cy5 | inhibition, % at 3.7 µM | 0.64% of 370,000 active;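 active = inhibition above the screen-wide mean plus 3 SD, cut at about 13% in these data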;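 also: signal is the Cy5 over europium emission ratio at 671 and 618 nm; 0% = plate median of compound wells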
PG9 binder: PG9 antibody binding by small molecule; AID 624416; TR-FRET gp120-PG9 antibody binding; 0.43% of 360,000 active; inhibition, % at 6.7 µM; in the data active = inhibition above about 8.5%
NR1D1 modulator: modulators of human Rev-erb alpha DNA binding; Rev-erbα–FITC-DNA binding, fluorescence polarization, 90 min; P20393; activity, % at 10 µM; 0.79% of 370,000 active;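 active = activity above about 14%, limit read from the data; passing the limit was not always enough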;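 also: 0% = DMSO wells with 35 nM protein and 100% = DMSO wells with 750 nM protein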
rCAG binder: molecules binding r(CAG) RNA repeats. r(CAG) RNA repeat, TO-PRO-1 dye displacement fluorescence. inhibition, % at 3 µM. 1.3% of 370,000 active;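 active = inhibition above the plate cutoff, the mean of all test compounds on that plate plus 3 SD, cut at about 35% in these data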;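 also: 0% = DMSO alone and 100% = 100 µM mitoxantrone as full dye displacement; higher means more dye released from RNA so lower well fluorescence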
* hit, by the source's call; x = no result given. The list is partial; the hit share may differ from the screen's.

SMILES	SIAE primary	TDP2 absorb	HTRA1 inhibitor	TCR-CD3 inh	mABHD4 FP	PRMT1 FP inh	LEDGF integ inh	PG9 binder	NR1D1 modulator	rCAG binder
COc1cccc(/C=N/NC(=O)c2oc3nc(-c4ccccc4)cc(-c4ccco4)c3c2N)c1	7	-8	8	3	9	2	-5	-1.5	-3	10
COC(=O)c1ccc(C(=O)N2CCCC(CNC(=O)c3ccc(F)cc3)C2)cc1 (configuration not stated)	3	16	-3	1	2	5	1	-0.2	0	-5
COc1cccc(C2NC(=S)N(Cc3ccccc3)C(C)=C2C(C)=O)c1 (configuration not stated)	-1	-1	x	2	0	7	-4	0.6	4	2
O=S(=O)(c1ccc2ccccc2c1)N1CCN=C1SCc1cccnc1	0	-3	-5	5	-3	7	-3	-1.8	7	-5
Cc1ccc(CN2C(=O)c3ccccc3Sc3ccc(C(=O)NCCCN4CCOCC4)cc32)cc1	1	-4	-7	-1	-4	-3	4	-2.6	6	-3
CC(=O)c1cccc(NC(=O)c2cc(-c3ccco3)nc3ccccc23)c1	-4	6	-30	3	-15	3	5	0.7	-8	15
COc1ccc(Br)cc1CN1CCN(C(=O)c2ccco2)CC1	-6	19	10	-1	11	1	2	-1.6	-1	-8
COc1ccc(NC(=O)CC2Nc3cccc4cccc(c34)NC2=O)cc1 (configuration not stated)	2	-2	52*	3	18	3	-4	-5.9	-13	7
CCNC(=O)CCC(=O)Nc1cc(Cl)ccc1C	2	-3	-2	-2	3	1	0	-0.1	3	2
CCCCNc1nc2c(c(=O)n(C)c(=O)n2C)n1CCC	1	7	-9	0	5	-1	1	0.6	-7	-1
CC(C)c1c(C(=O)N/N=C/c2cccc(OCc3ccccc3)c2)nnn1-c1nonc1N	-127	8	-7	7	-3	-2	-2	-0.5	0	4
COC(=O)Cc1c(C)nc2nc(-c3ccc(Cl)cc3)[nH]n2c1=O	-3	-14	3	-3	-8	4	-4	2.8	-3	7
C#CCNC(=O)C[C@H]1C[C@@]2(C(=O)OC)C(=C[C@H](COCc3ccccc3)O[C@@H]2C)N(CCC2=CCCCC2)C1=O	6	-2	x	7	-4	-1	-1	0.6	3	2
CC(=O)c1cccc(N2C(=O)CC(N3CCN(S(=O)(=O)c4ccc(Cl)cc4)CC3)C2=O)c1 (configuration not stated)	1	0	2	2	5	11	-5	-0.9	-4	0
CC1CCCC(NC(=O)CCn2c(=O)oc3ccccc32)C1C (configuration not stated)	9	0	3	3	9	-2	-2	-0.4	0	-7
OCC[C@H]1C[C@@H](O)[C@H](O)[C@]2(Cc3ccccc3CO2)O1	0	5	-3	10	1	-2	-6	-1.5	0	-2
COc1ccc2c(Cl)c(-c3nnco3)sc2c1	-8	-4	-3	3	1	0	0	1.4	13	6
CC(=O)/C(=N\Nc1cccc(Cl)c1)Sc1nnc(-c2ccccc2)n1-c1ccccc1	-2	0	0	-3	-8	0	1	1.4	-1	3
CN1CCN(/C(=N\O)c2nonc2N)CC1	-2	-5	4	6	6	0	1	-0.8	-6	1
CCOC(=O)c1nc(-c2ccc(OC)c(OC)c2)no1	-7	-12	1	3	-8	-5	4	1.9	-4	0
CC1=C(C(=O)N(C)C)CC(CC(=O)NCc2cccs2)C(=O)N1CCCN1CCCC1=O (configuration not stated)	-1	8	3	-1	4	4	-2	-0.2	3	-1
CCc1c(O)nc(SCC(=O)Nc2ccccc2C)[nH]c1=O	-6	1	0	-7	-7	14	-6	1.6	-4	2
COc1ccc(N2CCN(S(=O)(=O)c3ccc(-c4cc(C)no4)s3)CC2)cc1	14	-20	1	-6	-4	3	-2	1.8	6	2
Cc1ccc(S(=O)(=O)N2CCCN(Cc3nc4ccccc4c(=O)[nH]3)CC2)cc1	6	3	-11	7	-2	0	-2	0.4	5	-1
CCN(CC)C(=O)c1sc(NC(=O)c2ccc3c(c2)OCO3)c(C#N)c1C	-5	-5	2	-5	9	6	-2	-0.3	8	0
COc1cc(C(=O)NC(=S)NNC(=O)c2cnccn2)cc(OC)c1OC	3	-2	0	-4	-12	5	-11	-0.7	-1	6
CN(CC(=O)N1CCN(c2ccc(F)cc2)CC1)S(=O)(=O)c1ccc(F)cc1	6	-5	3	-4	2	-1	0	-0.3	0	-1
OCCNc1nc(Nc2ccccc2)nc2ccccc12	14	-2	3	1	-2	0	-2	0.6	-3	-1
O=C(O)CCc1nn2cc(-c3ccccc3)nc2[nH]c1=O	0	4	3	12	1	0	1	0.4	0	1
C/C(=N\Nc1ccc(Cl)cc1)c1ccncc1	14	6	13	3	4	0	0	-0.9	-1	7

Structures above marked active in HTRA1 inhibitor.
Structure,SIAE primary,TDP2 absorb,HTRA1 inhibitor,TCR-CD3 inh,mABHD4 FP,PRMT1 FP inh,LEDGF integ inh,PG9 binder,NR1D1 modulator
COc1ccc(NC(=O)CC2Nc3cccc4cccc(c34)NC2=O)cc1 (configuration not stated),2,-2,52*,3,18,3,-4,-5.9,-13

Continuation.
SMILES	SIAE primary	TDP2 absorb	HTRA1 inhibitor	TCR-CD3 inh	mABHD4 FP	PRMT1 FP inh	LEDGF integ inh	PG9 binder	NR1D1 modulator	rCAG binder
Cc1ccc(NC(=O)CSCC(=O)NNC(=O)c2ccoc2C)cc1	12	-1	6	4	-3	-2	-3	0.4	8	-2
O=C(CCN1C(=O)[C@@H]2Cc3ccccc3CN2C1=O)NCc1ccccc1	-7	-4	0	0	2	4	-7	-0.6	2	-3
O=C1NCCN1C(=O)c1ccco1	10	6	11	6	2	1	0	-0.4	5	0
COc1ccccc1C1CCCN1Cc1nc(-c2cc3c(cc2Cl)OCO3)oc1C (configuration not stated)	1	-5	2	-9	-2	1	0	0.0	1	-3
COC(=O)c1ccccc1NC(=O)c1ccc2c(c1)CC(C)O2 (configuration not stated)	1	-3	-24	4	-6	0	2	-1.4	-4	-1
CSCCC1NC(=O)N(C(C)C(=O)Nc2cc(Cl)cc(Cl)c2)C1=O (configuration not stated)	-5	0	-9	-2	-4	7	-3	-1.7	1	2
COCCNC(=O)CN(CC1CCCO1)C(=O)CCC(=O)Nc1ccccn1 (configuration not stated)	6	1	-3	1	0	1	4	-1.4	-5	0
CC12CCC(=O)N1C(C(=O)N1CCN(c3cccc(Cl)c3)CC1)CS2 (configuration not stated)	2	-1	2	-2	1	0	-3	-0.7	1	-4
COc1ccc(Cc2nc(-c3cccs3)no2)cc1	3	-6	-6	1	-2	-5	0	0.7	2	-6
COc1ccc(N(CC(=O)NCc2ccco2)C(=O)CNS(=O)(=O)c2ccc(Cl)cc2)cc1	1	-12	-4	0	3	-2	-1	-1.6	4	-1
CC(=O)N1c2ccc(S(=O)(=O)NCCC(=O)Nc3ccc(C)c(F)c3)cc2CC1C (configuration not stated)	5	14	1	7	3	1	1	-1.6	3	2
Cc1cccc(NC(=O)CN2C(=O)N/C(=C\c3ccc(N4CCOCC4)cc3)C2=O)c1	9	-5	2	2	4	-1	3	-1.6	0	3
O=C(N/N=C/c1sc(N2CCOCC2)nc1-c1ccccc1)c1cccc(S(=O)(=O)N2CCCC2)c1	14	16	46*	4	1	-4	-2	-1.8	5	13
O=C1NC2NC(=O)N(C(Cc3ccccc3)C(=O)O)C2N1 (configuration not stated)	-4	-6	0	5	-3	-1	-5	-0.9	1	3
O=C(O)C1CCN(C(=O)CCN2C(=O)S/C(=C\c3ccccc3)C2=O)CC1	-1	-10	6	1	-3	11	5	-3.0	2	3
CC(C)N(C(=O)CSc1nc2ccccc2n1-c1ccccc1)C(C)C	-3	-8	-21	2	2	2	5	-3.3	-1	-6
COc1ccc(NC(=O)c2cc(-c3ccco3)on2)cc1OC	-2	-8	1	-4	-6	16	-4	-0.6	-3	15
Cc1ccc(S(=O)(=O)NCC(=O)OCC(=O)c2c(N)n(C)c(=O)n(C)c2=O)cc1	2	2	5	0	-3	2	-5	0.6	0	1
Cc1ccc2[nH]ccc(=O)c2c1	1	-3	4	5	8	-1	-1	2.3	8	1
N#Cc1cccc(C(=O)OCC(=O)NC(=O)NC2CCCCC2)c1	-5	-19	-1	-4	-7	3	0	1.6	0	-8
O=C(CSc1nc2ccccc2c(=O)n1Cc1ccco1)NCc1ccco1	-1	9	-5	1	8	14	-1	-0.8	-3	6
N#CC(OC(=O)c1ccccc1)c1cccc([N+](=O)[O-])c1 (configuration not stated)	-2	4	4	4	-10	-3	0	0.1	0	5
O=c1oc2ccccc2cc1-c1nc2ccccc2o1	-6	9	-7	-7	4	-2	-2	5.3	-6	4
CCCC12CN3CC(C)(CN(C1)C3c1ccco1)C2=O (configuration not stated)	1	-1	-5	4	2	-2	0	-1.6	-5	-1
CN1CCC(=NNC(=O)CN(c2ccccc2)S(=O)(=O)c2ccccc2)CC1	-6	-14	-24	2	-6	8	-3	0.9	-3	1
C[C@@H](OC(=O)N1CCCCC1)[C@H]1O[C@]2(C)CCCC[C@H]1O2	-4	-14	3	4	-3	-1	0	1.6	5	-1
CCC1(c2ccccc2)NC(=O)N(CC(=O)Nc2cc(S(=O)(=O)N3CCCCC3)ccc2N(C)C)C1=O (configuration not stated)	3	-12	-9	13	-4	0	-1	3.2	-3	2
CCOc1cc(S(=O)(=O)N2CCCCCC2)ccc1F	0	2	-4	2	6	3	0	-1.0	-2	-4
Cc1ccccc1S(=O)(=O)N1C(c2ccc(Cl)cc2)CC=C(C(=O)O)C1c1cccc(Cl)c1 (configuration not stated)	-5	-4	x	1	5	-4	3	0.4	3	84*
CCc1ccc(OCCNC(=O)c2cccs2)cc1	-6	-9	-13	7	-6	1	-3	0.8	3	-3
O=C(NN=Cc1ccc(O)cc1)c1ccccc1NS(=O)(=O)c1cccs1	8	3	0	15	11	-2	4	1.1	2	31
Cc1cccn2c(=O)c(/C=C(\C#N)C(=O)NC3CCS(=O)(=O)C3)c(N3CCC(C(N)=O)CC3)nc12 (configuration not stated)	-2	0	5	-2	-3	-2	1	-8.0	6	0
Cc1ccc(-c2cc(C(=O)N3CCN(C4CCS(=O)(=O)C4)CC3)c3ccccc3n2)cc1 (configuration not stated)	-5	-20	0	-7	-6	-2	5	-1.4	1	2
c1ccc(Cc2c(-c3ccccc3)nc3c4ccccc4ccn23)cc1	-2	-8	-13	6	-9	0	-1	-1.1	-10	4
CC(=O)c1ccc(NC(=O)c2ccc3nc(C)sc3c2)cc1	-7	7	-1	-11	-6	9	1	-1.1	-2	-2
CCCCc1cc(=O)oc2cc(C)cc(OC(C)C(=O)NCc3ccncc3)c12 (configuration not stated)	-5	-8	-10	8	-2	0	-3	-1.6	25	-5

Some entries already given with just TDP2 absorb, NR1D1 modulator and mABHD4 FP.
canonical_smiles	TDP2 absorb	NR1D1 modulator	mABHD4 FP
Cc1cccn2c(=O)c(/C=C(\C#N)C(=O)NC3CCS(=O)(=O)C3)c(N3CCC(C(N)=O)CC3)nc12 (configuration not stated)	0	6	-3
Cc1ccc(-c2cc(C(=O)N3CCN(C4CCS(=O)(=O)C4)CC3)c3ccccc3n2)cc1 (configuration not stated)	-20	1	-6
c1ccc(Cc2c(-c3ccccc3)nc3c4ccccc4ccn23)cc1	-8	-10	-9
CC(=O)c1ccc(NC(=O)c2ccc3nc(C)sc3c2)cc1	7	-2	-6
